From PubChem BioAssay
TrxR1 substrate = substrates of rat thioredoxin reductase 1; Potency, µM (series often up to 114 µM), for inactives: at the top dose activity change, negative = substrate turnover; 390,000 compounds, 0.01% hits; purified TrxR1 substrate turnover, NADPH consumption readout; O89049; note: potency is the fitted concentration of half-maximal effect; % is set by controls: 0 for no effect and ±100 for the full control effect; nearly all actives have a fitted effect of over 50% in size
Target sequence (O89049 whole entry, looked up): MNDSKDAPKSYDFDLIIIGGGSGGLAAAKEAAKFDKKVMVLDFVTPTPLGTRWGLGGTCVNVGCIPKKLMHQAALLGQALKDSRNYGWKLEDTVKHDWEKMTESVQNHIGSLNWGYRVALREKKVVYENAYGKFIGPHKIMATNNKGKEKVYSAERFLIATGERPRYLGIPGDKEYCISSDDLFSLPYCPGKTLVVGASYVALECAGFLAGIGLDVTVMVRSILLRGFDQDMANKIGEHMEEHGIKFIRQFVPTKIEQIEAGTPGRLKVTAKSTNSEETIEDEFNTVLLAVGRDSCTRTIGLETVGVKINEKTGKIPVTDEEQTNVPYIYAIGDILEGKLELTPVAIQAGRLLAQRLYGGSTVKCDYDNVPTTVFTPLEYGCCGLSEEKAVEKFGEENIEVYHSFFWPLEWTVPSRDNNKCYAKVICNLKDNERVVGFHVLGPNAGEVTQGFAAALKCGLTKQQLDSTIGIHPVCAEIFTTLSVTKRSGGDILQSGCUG
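Rat TrxR1, dispensed at 90 nM, was prereduced with 400 uM NADPH (final) for 5 min at ~22 deg C, then incubated with compound 15 min before 400 uM selenite. A first-read NADPH fluorescence drop versus no-compound background flagged substrates.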
PI4K2A inh = PI4K2A (human) kinase inhibition; purified PI4K2A, ADP-Glo luminescence, 1 h; hits give low values; 420,000 compounds, 0.13% hits; Q9BTU6; activity change, negative = inhibition, % at 76.9 µM; in the data active = activity change below about -50%; inconclusive = mostly about -30% to -49%;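 note: -100% = wells without enzyme as full effect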
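In this quantitative HTS, ADP production by PI4K2A was quantified luminescently after 1 h at ambient temperature; 100 microM adenosine served as plate-quality control.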
mIDH1 inhibitor = blocks human mutant IDH1 R132H enzyme | IDH1-R132H enzyme, NADPH consumption, diaphorase/resazurin fluorescence | Potency, µM (doses to about 76.6 µM), for inactives: top-dose activity change, negative = inhibition, actives largely listed as inhibitors | 390,000 compounds, 0.093% hits | O75874; note: potency is the fitted concentration of half-maximal effect; % is set by controls: 0 for no effect and ±100 for the full control effect; nearly all actives have a fitted effect of over 65% in size
Target sequence (O75874 whole entry R132H, stated change not applied): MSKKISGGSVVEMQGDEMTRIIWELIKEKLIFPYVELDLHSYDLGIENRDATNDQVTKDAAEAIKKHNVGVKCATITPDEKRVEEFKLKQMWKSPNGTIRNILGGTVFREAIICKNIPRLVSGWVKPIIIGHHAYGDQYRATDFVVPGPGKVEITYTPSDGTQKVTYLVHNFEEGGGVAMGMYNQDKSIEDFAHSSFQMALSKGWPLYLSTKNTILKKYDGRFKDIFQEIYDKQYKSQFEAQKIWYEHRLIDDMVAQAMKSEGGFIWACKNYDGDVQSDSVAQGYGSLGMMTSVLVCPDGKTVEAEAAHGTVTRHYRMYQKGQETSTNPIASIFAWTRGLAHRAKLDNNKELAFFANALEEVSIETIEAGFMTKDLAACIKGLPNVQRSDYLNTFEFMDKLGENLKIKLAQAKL
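IDH1-R132H (0.5 ug/mL dispensed) in pH 7.5 Tris buffer was preincubated 30 min with compound, then given a substrate mix of 0.016 mM NADPH and 2 mM alpha-KG for 80 min at room temperature; remaining NADPH was read by diaphorase/resazurin fluorescence.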
Vif-APOBEC3F blk = blocks the Vif interaction with APOBEC3F. HeLa A3F-eYFP + Vif (tagged APOBEC3F with the HIV-1 protein that degrades it), YFP fluorescence increase. Potency, µM (highest dose often 46.1 µM), inactives show top-dose activity, negative = active. 390,000 compounds, 0.2% hits. AID 602313; note: potency is the fitted concentration of half-maximal effect; % of control where 0% means no effect; nearly all actives have a fitted effect of over 65% in size
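Fluorescence increase (Ex 488/Em 500-530) after overnight compound treatment at 37 deg C flags inhibition of Vif-driven A3F-eYFP loss in stable HeLa A3F-eYFP/Vif cells seeded overnight beforehand.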
USP1 inh = USP1/UAF1 (human) deubiquitinase inhibition. 390,000 compounds, 0.23% hits. recombinant USP1/UAF1, Ub-Rhodamine cleavage fluorescence. Potency, µM (doses to about 57.1 µM), for inactives: at the highest dose activity change, negative = inhibition, actives largely listed as inhibitors; note: potency is the fitted concentration of half-maximal effect; % is set by controls: 0 for no effect and ±100 for the full control effect; nearly all actives have a fitted effect of over 60% in size; inactives centre near -12
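In this screen, compounds sit with the deubiquitinase complex (1nM) for 15 min at room temperature before Ub-Rho is added at 150nM final. Fluorescence rise is then followed for 6 reads every 60 seconds.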
LDHA block = LDHA (human) enzyme inhibition; AID 1347041; purified LDHA, NADH/diaphorase-resazurin fluorescence; hits give low values; activity change, % (values are at about 110 or 230 µM); 480,000 compounds, 0.15% hits; in the data active = activity change below about -30%; inconclusive = mostly about -25% to -30%;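 note: plate controls were DMSO wells for no effect and wells without enzyme for full effect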
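Remaining NADH was detected by diaphorase (0.133 mg/mL) converting 37 µM resazurin to fluorescent resorufin, read at 0 and 20 minutes. The preceding 5-minute room-temperature reaction used 2 nM LDHA, 0.2 mM sodium pyruvate and 0.06 mM NADH at pH 7.4.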
Vif-A3G inh = blocks the Vif interaction with human APOBEC3G | Q9HC16 | HeLa A3G-eYFP + Vif (tagged APOBEC3G with the HIV-1 protein that degrades it), YFP fluorescence, overnight | Potency, µM (titrated, usually from 46.1 µM), for the others: at the top dose activity, negative = active, hits mostly inhibitors | 410,000 compounds, 0.076% hits | AID 602310;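 note: potency is the fitted concentration of half-maximal effect; % is set by controls: 0 for no effect and ±100 for the full control effect; nearly all actives have a fitted effect of over 60% in size; hits raise eYFP signal because A3G escapes Vif-driven loss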
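Read-out is eYFP fluorescence (Ex 488/Em 500-530) from Vif-expressing HeLa A3G-eYFP cells; more signal means A3G escaped Vif-mediated degradation. Cells plated overnight, compound pinned in, incubated overnight at 37 deg C.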
GRP78 ERSR act = induces the endoplasmic reticulum stress response in human glioma cells; 420,000 compounds, 0.02% hits; U87-MG GRP78 promoter luciferase reporter, 16 h; Potency, µM, inactives show at the highest dose activation, usual class: activators; note: potency is the fitted concentration of half-maximal effect; series mostly up to about 76 µM; % of control where 0% means no effect; nearly all actives have a fitted effect of over 35% in size
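Stably transfected U87-MG glioma cells carrying a GRP78-based luciferase sensor; 16 h compound incubation. Luminescence end-point read 10 min after Bright-Glo addition at room temperature.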
RXFP1 ag = RXFP1 (human) receptor agonism; Q9HBX9; HEK293T-RXFP1 cAMP TR-FRET, 30 min; response scale: percent of porcine relaxin response, buffer zero; Potency, µM (top dose mostly 57.5 µM), for inactives: at the top dose activation, hits mostly activators; 370,000 compounds, 0.3% hits; AID 2676; note: potency is the fitted concentration of half-maximal effect; % is set by controls: 0 for no effect and ±100 for the full control effect; nearly all actives have a fitted effect of over 60% in size; many of its hits are not listed in these tables
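HEK293 cells stably expressing RXFP1, treated 30 min at 37C with compounds plus PDE4 inhibitor Ro 20174; cAMP measured by HTRF TR-FRET. Normalized to buffer and 29 nM porcine relaxin; EC50 by Hill fit.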
* hit, by the source's call; ? = inconclusive; · = not tested or not shown; & = joins results of further samples; [ ] = remark or other dose. Unless noted, calls come from the whole dose curve; as a rule, active = well fitted curve in the direction sought with a large enough effect; inconclusive = small, poorly fitted or top-dose-only effect, or another doubt; inactive = no such curve, though single readings can be large; an effect the other way counts as inactive or inconclusive. Only part of the results is shown; count on the stated rates, not on these rows.

The line under a structure holds: TrxR1 substrate, PI4K2A inh, mIDH1 inhibitor, Vif-APOBEC3F blk, USP1 inh, LDHA block, Vif-A3G inh, GRP78 ERSR act, RXFP1 ag
COc1ccc(NC(=O)c2cn(-c3ccccc3)nc2-c2ccncc2)cc1
 : 3.7%, -0.4, -9.0%, 8.2%, -14.0%, -1.8, 1.0%, -3.0%, 1.5%
CCOC(=O)c1c(-c2ccc(OC)cc2)csc1NC(=O)C1CCCO1 (centres undefined)
 : 3.9%, -8.0, 8.2%, 4.1%, -18.3%, 0.3&3.2, 3.4%, -2.5%, 5.4%
COc1ccc([N+](=O)[O-])cc1NC(=O)CSCc1ccccc1C
 : -7.2%, 1.0, 3.3%, -15.1%, -14.6%, -7.4, 3.1%, -4.4%, -0.5%
COc1ccc(Cl)cc1N(CC(=O)NCCSc1ccccn1)S(=O)(=O)c1ccccc1
 : -1.1%[57.1 µM], -6.8, 5.2%, -4.7%, -8.3%, -3.3, -3.4%, -4.9%, 1.3%
O=C(Nc1nc2ccccc2[nH]1)c1ccccc1O
 : 97.7%[activator], -3.4, -7.6%, -3.5%, -20.6%, -0.7, -3.8%, 0.5%, 15.6%
COC(=O)c1ccc(NC(=O)CC2C(=O)N(c3cccc(OC)c3)C(=O)N2C(C)C)cc1 (centres undefined)
 : 3.7%, -0.7, -16.2%, -3.8%, -12.6%, -2.1, -17.8%, -2.2%, 0.9%
Cc1cc(C)cc(OC(C)C(=O)Nc2ccc3c(c2)n(C)c(=O)n3C)c1 (centres undefined)
 : -0.3%, 0.4, 15.3%, -17.6%, -7.1%, 3.5, 0.0%, -0.4%, 0.0%
N#C/C(C(N)=O)=C1/CCc2ccccc2N1
 : -7.6%, 11.2, 1.9%, -8.1%, -8.3%, 2.3, -0.7%, 1.2%, 0.0%
NC(=O)c1cccc2c(=O)oc3ccccc3c12
 : 5.2%, 32.3, 4.1%, ·, -10.8%, 9.9, 2.3%, -3.9%, -1.6%
COC(=O)C(NC(=O)CCc1nnc2ccc(N3CCCCC3)nn12)C(C)C (centres undefined)
 : 2.7%, 3.9, 0.0%, -1.0%, -17.4%, -11.7, -0.1%, 7.6%, 4.3%
COc1cccc(CN2CCN(CC(=O)Nc3ccccc3Cl)CC2)c1
 : -5.1%[57.1 µM], 2.7, 0.2%, -2.3%, -20.5%, -3.9, 0.4%, -7.9%, -0.3%
CC(=O)C1=NOC2C(=O)N(c3ccc(Cl)cc3)C(=O)C12 (centres undefined)
 : 5.0%, -2.3, 14.9%, 0.3%, -14.9%, -3.6, -1.3%, -3.7%, 0.0%
Cc1cccc(NC(=O)CSc2cn(CC(=O)N3CCCC3)c3ccccc23)c1C
 : 2.1%, -2.4, 0.0%, -0.2%, -17.6%, -12.5, -0.6%, -3.1%, 2.7%
O=C(O)/C=C1\NC(=O)c2ccccc21
 : 2.2%[57.1 µM], -0.5, 6.5%, -3.6%, -13.1%, -4.2, -1.2%, -1.1%, -0.5%
O=C(N=Nc1c(O)[nH]c2ccccc12)c1cccc(S(=O)(=O)Nc2ccccc2Cl)c1
 : 5.5%, 2.8, -9.3%, 0.7%, -10.0%, -0.8, 0.7%, -2.5%, -4.3%
COc1ccc(C(C)NS(=O)(=O)Cc2ccccc2)cc1 (centres undefined)
 : 3.9%[57.1 µM], -3.3, 6.6%, 8.2%, -18.8%, -8.3, -1.2%, 3.2%, 2.9%
Cc1cc(C)c(/C=C2\C(=O)Nc3ccccc32)[nH]1
 : 4.6%[57.1 µM], 1.7&-0.2&1.2, -4.6%, 12.6µM*, 25.1µM*, -16.9, ?, -3.1%&-0.3%&-2.3%, 0.0%
[O-][n+]1c2ccccc2cc2ccccc21
 : 185.2%[activator], -1.4, 12.1%, 1.2%, -31.3%, 0.0, 4.4%, -2.6%, -1.0%
CCCCCCCCc1c(O)nc(-n2[nH]c(C)c(CCO)c2=O)[nH]c1=O
 : 0.9%, -9.1, -6.0%, -2.7%, -16.5%, 1.7, -6.9%, -3.3%, -0.8%
CN(CC(=O)Nc1ccc(Cl)c(C(F)(F)F)c1)C(=O)COC(=O)C1CC2CCCC(C1)C2=O (centres undefined)
 : 1.2%, 3.0, 2.4%, -2.6%, -31.2%, -6.2, -0.5%, 0.3%, ·
COc1ccc(CNC(=O)C2CCN(S(=O)(=O)Cc3ccccc3)CC2)cc1
 : 3.2%, -2.2, -18.4%, -1.5%, -14.3%, -7.6, -5.3%, -4.7%, -3.4%
Cc1[nH]c2ccccc2c1C(=O)C(=O)N1CC=C(c2ccccc2)CC1
 : -10.0%, 0.3, 1.7%, -12.3%, -22.5%, 5.5, ?, -4.4%, -1.3%
COc1ccc(-c2nn(-c3ccccc3)cc2C(=O)NCCCn2ccnc2)cc1
 : 18.1%, -2.3, 8.7%, -12.3%, -22.2%, -9.7, -0.6%, -2.5%, 1.0%
CCOc1cccc(C(=O)Nc2ccccc2N2CCN(C(=O)C(C)C)CC2)c1
 : -7.0%, -6.8, 2.3%, 4.9%, -25.1%, 2.5, -1.8%, -0.1%, -1.3%
Cc1nnc(C)n1/N=C/c1ccc(C(C)C)cc1
 : 3.6%, -2.1, -2.7%, -6.0%, -3.1%, 0.4, -0.2%, -1.1%, 0.3%
COc1ccc(NC(=O)CN2C(=O)NC(C)(C3CC3)C2=O)c(OC)c1 (centres undefined)
 : 1.7%, -3.6, 4.8%, -3.1%, -15.7%, 1.5, 1.5%, 0.0%, 0.0%
O=C(O)CCC(=O)N1CCN(c2ccc(C(=O)c3ccc(F)cc3)cc2)CC1
 : 5.9%[57.1 µM], -10.0, 5.2%, 7.4%, -12.4%, 0.2, -2.9%, 1.4%, 0.6%
Nc1c(C=C2C=CC(=O)C=C2)c(=O)nc2sc(CC(=O)N3CCCC3)nn12
 : -7.0%, 8.2, 2.7%, 4.6%, -20.9%, -1.9, -1.2%, 1.1%, 1.7%
CC(=O)Nc1ccc(Sc2ncccc2C(=O)Nc2cc(Cl)cc(Cl)c2)cn1
 : 7.7%, 3.1, -13.5%, -10.6%, ?, -7.1, -5.0%, -3.9%, 2.5%
COc1ccc(NC2CCCN(C(=O)c3ccccc3C(F)(F)F)C2)cc1 (centres undefined)
 : -5.3%, 6.8, 5.7%, -0.8%, -16.7%, 10.9, -2.8%, -0.9%, 1.1%

In the list so far, five have an NH in an aromatic ring.
The line under a structure holds: TrxR1 substrate, PI4K2A inh, mIDH1 inhibitor, Vif-APOBEC3F blk, USP1 inh, LDHA block, Vif-A3G inh, GRP78 ERSR act, RXFP1 ag
O=C(Nc1nc2ccccc2[nH]1)c1ccccc1O
 : 97.7%[activator], -3.4, -7.6%, -3.5%, -20.6%, -0.7, -3.8%, 0.5%, 15.6%
O=C(N=Nc1c(O)[nH]c2ccccc12)c1cccc(S(=O)(=O)Nc2ccccc2Cl)c1
 : 5.5%, 2.8, -9.3%, 0.7%, -10.0%, -0.8, 0.7%, -2.5%, -4.3%
Cc1cc(C)c(/C=C2\C(=O)Nc3ccccc32)[nH]1
 : 4.6%[57.1 µM], 1.7&-0.2&1.2, -4.6%, 12.6µM*, 25.1µM*, -16.9, ?, -3.1%&-0.3%&-2.3%, 0.0%
CCCCCCCCc1c(O)nc(-n2[nH]c(C)c(CCO)c2=O)[nH]c1=O
 : 0.9%, -9.1, -6.0%, -2.7%, -16.5%, 1.7, -6.9%, -3.3%, -0.8%
Cc1[nH]c2ccccc2c1C(=O)C(=O)N1CC=C(c2ccccc2)CC1
 : -10.0%, 0.3, 1.7%, -12.3%, -22.5%, 5.5, ?, -4.4%, -1.3%

Further records follow:
The line under a structure holds: TrxR1 substrate, PI4K2A inh, mIDH1 inhibitor, Vif-APOBEC3F blk, USP1 inh, LDHA block, Vif-A3G inh, GRP78 ERSR act, RXFP1 ag
Cc1ccc(N(C(=O)c2ccc(S(=O)(=O)N3CCCC3)cc2)C2C=CS(=O)(=O)C2)cc1 (centres undefined)
 : -14.0%, 0.6, 3.1%, 9.3%, -12.2%, -2.2, -4.1%, -4.5%, 1.5%
CN(CC(=O)NC1CCCCCCC1)S(=O)(=O)c1cnc[nH]1
 : -6.7%, 23.6, 4.8%, 11.7%, -19.0%, -5.0, -1.8%, -3.4%, 0.0%
Cn1c(SCC(=O)c2cc(Cl)c(Cl)s2)nnc1-c1ccco1
 : 0.9%[57.1 µM], -5.8, 13.2%, 0.6%, -7.0%, -3.7, -3.8%, 6.2%, 3.8%
Cc1cc(C)n(-c2nc3ccccc3n3c(C)nnc23)n1
 : 2.4%[57.1 µM], 4.4, 6.8%, 1.0%, -4.2%, -4.0, -4.2%, -8.3%, 15.0%
CCC12CN3CCN(CC(C3)/C1=N\NC(=O)c1ccc(C(C)(C)C)cc1)C2
 : 2.9%, 4.7, 3.0%, 3.2%, -15.3%, -1.4, -2.4%, -1.7%, -0.3%
Cc1nn(CC(=O)NCc2cccc(F)c2)c(=O)c2cccn12
 : 4.4%, -0.7, 0.4%, 3.6%, -18.7%, -7.8, 3.4%, -5.3%, 12.3%
O=C(CCCn1c(=S)[nH]c2ccccc2c1=O)N1CCOCC1
 : -4.9%, 3.3, 4.0%, -6.8%, -10.0%, -8.1, -1.4%, -2.8%, 5.2%
CC1C(=O)C(C)(C)C(=O)OC1c1ccccc1 (centres undefined)
 : 0.5%, 1.9, 1.0%, -4.1%, -9.8%, -7.2, 2.1%, -2.2%, 3.9%
O=C(NCC1CCCO1)C1CCN(C(=O)c2ccc(Cl)cc2)CC1 (centres undefined)
 : 5.9%[57.1 µM], -2.7, 1.9%, 2.8%, -17.8%, 1.5, -0.8%, 9.3%, 1.0%
